Assay outcomes (PubChem)
Pin1 inh: human Pin1 inhibition; Potency, µM (highest dose often 115 µM), inactives show at the highest dose activity, negative = inhibition, most hits filed as inhibitors; 390,000 tested, 0.009% active; AID 504891; Pin1 FP peptide displacement, HiFluor488, 10 min; active means well fitted inhibition curve with a large enough effect in the polarisation, with a control signal flat, not every such curve was filed as active; inconclusive means small, poorly fitted or top-dose-only effect, or effect the other way, or a change in a side signal; inactive means no such curve, though single readings can be large or run the other way; the % refers to the polarisation; further: potency means the concentration at half of the fitted maximal effect; on the % scale 0 is the no-effect control and ±100 the full control effect
Target sequence (Q13526 whole entry, looked up): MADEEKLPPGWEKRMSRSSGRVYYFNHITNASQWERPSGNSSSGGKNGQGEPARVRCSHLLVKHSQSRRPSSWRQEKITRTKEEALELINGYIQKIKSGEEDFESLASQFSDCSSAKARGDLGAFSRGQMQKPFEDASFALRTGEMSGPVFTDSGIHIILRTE
D2 antag: D2 dopamine receptor (human) antagonism; P14416; HEK293 TREx D2 cells, calcium flux, dopamine EC80; inhibition, % at 10 µM; 340,000 tested, 2% active; AID 485344; in the data active means inhibition above about 30%; further: 0% is about no effect
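Tetracycline-induced HEK293 TREx cells expressing D2 receptor forced-coupled to calcium signalling, loaded with no-wash calcium dye. Compounds added and calcium flux read 180 s, then dopamine added at EC80 and read a further 180 s.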
TrxR1 inh: rat TrxR1 inhibition; O89049; recombinant rTrxR1, NADPH fluorescence consumption, selenite substrate; Potency, µM (top dose mostly 114 µM), without a hit: top-dose activity change, negative = inhibition, hits mostly inhibitors; 390,000 tested, 1% active; AID 588453; further: potency means the concentration at half of the fitted maximal effect; on the % scale 0 is the no-effect control and ±100 the full control effect; nearly all actives have a fitted effect of over 65% in size
Target sequence (O89049 whole entry, looked up): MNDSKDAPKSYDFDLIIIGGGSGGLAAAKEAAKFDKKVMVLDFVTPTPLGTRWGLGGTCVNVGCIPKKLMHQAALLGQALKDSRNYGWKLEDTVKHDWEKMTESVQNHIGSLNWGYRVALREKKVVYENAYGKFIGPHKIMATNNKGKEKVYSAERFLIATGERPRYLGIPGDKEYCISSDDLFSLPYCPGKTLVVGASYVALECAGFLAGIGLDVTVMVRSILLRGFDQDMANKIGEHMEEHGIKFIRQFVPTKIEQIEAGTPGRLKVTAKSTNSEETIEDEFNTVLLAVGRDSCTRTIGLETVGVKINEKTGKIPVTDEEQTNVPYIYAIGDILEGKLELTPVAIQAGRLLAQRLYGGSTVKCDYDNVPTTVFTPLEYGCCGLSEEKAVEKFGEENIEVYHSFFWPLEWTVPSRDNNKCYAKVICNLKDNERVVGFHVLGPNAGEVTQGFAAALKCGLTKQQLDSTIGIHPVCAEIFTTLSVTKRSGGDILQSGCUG
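Rat TrxR1 (90 nM in the dispensed reagent) was pre-reduced with 400 uM NADPH for 5 min at room temperature, then incubated with compound for 15 min. After 400 uM selenite was added, NADPH fluorescence (Ex 340/Em 450 nm) was followed for 8 min.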
D2 ag: agonists of human D2 dopamine receptor; 340,000 tested, 0.53% active; P14416; activation, % at 2 µM; HEK293 T-REx D2 cells, calcium flux agonist mode;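 active means activation over 3 SD above normal in the single-dose calcium agonist read, cut at about 30% in these data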; further: 0% is about no effect
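Tetracycline-induced HEK293 Trex cells with D2 receptor force-coupled to calcium signaling, plated overnight at 30 C and loaded with no-wash calcium dye. Calcium flux read kinetically for 180 s after compound addition; responses flag agonists.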
TRHR PAM: allosteric enhancers of human TRH receptor; enhancement, % at 2 µM; 360,000 tested, 0.66% active; P34981; TRHR cells, fluo-8 calcium fluorescence, EC20 TRH enhancement; in the data active means enhancement above about 30%; further: 0% is about no effect
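Enhancer read-out: after compound pinning and an initial kinetic agonist-mode read, an EC20 of TRH (10 nM final) was injected and fluo-8 calcium signal (Ex 480/Em 530) followed at 1 s/cycle for 100 cycles in TRHR-expressing cells.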
USP1-UAF1 inh: USP1/UAF1 (human) deubiquitinase inhibition. O94782. recombinant USP1/UAF1, Ub-Rhodamine cleavage fluorescence. Potency, µM (highest dose often 57.1 µM), for the others: at the highest dose activity change, negative = inhibition, usual class: inhibitors. 390,000 tested, 0.23% active; further: potency means the concentration at half of the fitted maximal effect; on the % scale 0 is the no-effect control and ±100 the full control effect; nearly all actives have a fitted effect of over 60% in size; inactives centre near -12
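USP1/UAF1 complex at 1 nM was preincubated with compound for 15 min at room temperature, then Ub-Rho substrate (150nM final) was added. Fluorescence (480/540 nm) was read kinetically, 6 reads every 60 seconds.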
IDH1 R132H inh: inhibitors of human mutant IDH1 R132H. IDH1-R132H enzyme, NADPH consumption, diaphorase/resazurin fluorescence. Potency, µM (titrated, usually from 76.6 µM), without a hit: at the top dose activity change, negative = inhibition, actives largely listed as inhibitors. 390,000 tested, 0.093% active. AID 602179; further: potency means the concentration at half of the fitted maximal effect; on the % scale 0 is the no-effect control and ±100 the full control effect; nearly all actives have a fitted effect of over 65% in size
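IDH1-R132H (0.5 ug/mL dispensed) in pH 7.5 Tris buffer was preincubated 30 min with compound, then given a substrate mix of 0.016 mM NADPH and 2 mM alpha-KG for 80 min at room temperature; remaining NADPH was read by diaphorase/resazurin fluorescence.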
TrxR1 substrate: rat thioredoxin reductase 1 substrate activity; purified TrxR1 substrate turnover, NADPH consumption readout; 390,000 tested, 0.01% active; O89049; AID 588456; Potency, µM (highest dose often 114 µM), for inactives: top-dose activity change, negative = substrate turnover; further: potency means the concentration at half of the fitted maximal effect; on the % scale 0 is the no-effect control and ±100 the full control effect; nearly all actives have a fitted effect of over 50% in size
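Rat TrxR1, dispensed at 90 nM, was prereduced with 400 uM NADPH (final) for 5 min at ~22 deg C, then incubated with compound 15 min before 400 uM selenite. A first-read NADPH fluorescence drop versus no-compound background flagged substrates.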
TRHR agonist: agonists of human TRH receptor; AID 493084; P34981; 360,000 tested, 0.18% active; activation, % at 2 µM; TRHR cells, calcium flux fluo-8, FDSS agonist mode; in the data active means activation above about 30%; further: 0% is about no effect
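TRHR-expressing cells loaded with fluo-8 calcium dye; 23 nL library compound pin-transferred, kinetic FDSS fluorescence (Ex 480/Em 530) recorded about 180 s for agonist-induced calcium release, before a 10 nM TRH EC20 addition for potentiator mode.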
Numbers without * were called inactive; ? = inconclusive; . = not tested or not shown; & = joins results of further samples; [ ] = remark or other dose. Unless noted, the call rests on the fitted dose curve; in most records, active means well fitted inhibition curve with a large enough effect; inconclusive means small, poorly fitted or top-dose-only effect; inactive means no such curve, though single readings can be large or run the other way. Only part of the results is shown; count on the stated rates, not on these rows.

Molecule	Pin1 inh	D2 antag	TrxR1 inh	D2 ag	TRHR PAM	USP1-UAF1 inh	IDH1 R132H inh	TrxR1 substrate	TRHR agonist
O=C(Cn1cncn1)c1ccccc1	-6%	1	21%	0.6	-1	-16%	4%	4%	0.2
CS(=O)(=O)NCCSCc1ccccc1	10%	7	18%[57.1 µM]	-0.1	-6	-5%	2%	9%[57.1 µM]	-0.4
O=C(Nc1cc(Cl)cc2c1-c1ccc(Cl)cc1C2O)C(Cl)Cl (centres undefined)	7%	.	-21%[11.4 µM]	.	.	0%	-3%	-8%[11.4 µM]	.
Cc1oc2c(cc(NS(=O)(=O)c3ccc4c5c(cccc35)C(=O)N4)c3ccccc32)c1C(=O)OC(C)C	23%	-3	15%	-0.6	2	-21%	2%	13%	2.9
CCn1c(CSc2nc3ccccc3s2)nnc1SCC(N)=O	4%	.	7%	.	9	-11%	-1%	-8%	0.0
Cc1cccc(C)c1N(CC(=O)NCc1ccco1)C(=O)CNS(=O)(=O)c1ccc(F)cc1	-9%	-13	9%	-1.5	6	-7%	6%	0%	0.2
O=C(Cn1ccc2ccccc2c1=O)NCC(=O)N1CCN(c2ccc(F)cc2)CC1	-3%	12	17%	1.1	-1	-17%	-3%	4%	-0.5
COCCNC(=O)NC(=O)CSc1nc(C)c(C)c(C)n1	6%	-3	18%[57.1 µM]	0.3	-5	-18%	-4%	0%[57.1 µM]	-0.1
O=C(O)/C=C/C(O)c1ccc(Cl)cc1 (centres undefined)	1%	.	?	.	-7	-6%	-5%	22%[57.1 µM]	1.4
O=S(=O)(NCc1ccccc1)c1ccc(F)cc1Br	0%&-1%	18	-8%	-0.4	0	0%	26%	-8%&12%	-0.5
O=C(COc1ccccc1-c1ccccc1)N/N=C/c1ccccn1	4%	0	3%	-0.1	6	0%	-1%	-8%	-0.8
CCCCNc1oc(-c2ccc(COc3ccc(OC)cc3)o2)nc1C#N	-3%	.	16%	.	-2	2%	-7%	2%	0.2
COc1ccccc1C(=O)NC(=O)COC(=O)/C(=C/c1ccccc1)NC(C)=O	-1%	1	?	0.4	-9	-15%	7%	-4%	-0.6
COc1ccc(Cc2nc(-c3ccc(Br)cc3)no2)cc1	10%	31*	20%	-0.3	-11	-29%	-3%	10%	-0.2
O=C(CCNS(=O)(=O)c1ccc(Br)s1)NC1CCCC1	-4%	0	22%	-1.7	-2	-8%	-5%	5%	-0.2
Cc1cc(N2CCC(C(=O)N(CC(C)C)CC(C)C)CC2)n2nc(C)c(-c3ccc(Cl)cc3)c2n1	-10%	.	16%	-0.9	1	-31%	10%	3%	0.1
OCCCCNc1cccc2ccccc12	1%	-2	38%[57.1 µM]	0.3	2	?	15%	305%[activator]	0.0
COC(=O)CC1Oc2ccc(Cl)cc2-n2cc(-c3ccccc3)nc21 (centres undefined)	1%	.	8%	0.7	4	-21%	32%[activator]	-1%	2.7
Cc1ccc(S(=O)(=O)Nc2ccc(NC(=O)Nc3ccc(F)cc3F)cc2)cc1	2%	5	-10%	-0.2	3	-3%	-1%	-14%	1.6
COc1ccccc1CCNC(=O)C(=O)NCCC1CCCCN1S(=O)(=O)c1ccccc1 (centres undefined)	2%	.	12%[57.1 µM]	.	-6	-21%	0%	5%[57.1 µM]	-0.2
COC(=O)C1CCN(C(=O)C23CCC(C)(C(=O)O2)C3(C)C)CC1 (centres undefined)	-3%	.	2%	.	-2	-10%	6%	-6%	-1.2
CCOC(=O)c1cc(CC)sc1NC(=O)COC(=O)C1CCC1	-3%	12	41%[activator]	-0.6	-2	-27%	0%	4%	-0.9
COc1ccc(CCN2C(=O)c3cccc4cccc(c34)C2=O)cc1OC	-5%	-11	-4%	0.2	-1	-17%	1%	-9%	0.1
CC(C)c1ccc(C(=O)N2CCN(CCO)CC2)cc1	-6%	-2	6%[57.1 µM]	0.3	0	-7%	-2%	8%	0.1
O=C(NC(=S)NCC1CCCO1)c1cccs1 (centres undefined)	-5%	16	-9%	0.5	2	-13%	10%	-8%	0.5
Cc1ccc2c(c1)/C(=C/c1ccccc1F)C(=O)N2	1%	-13	26%[57.1 µM]	-0.7	1	-25%	2%	-2%[57.1 µM]	-1.4
CC(C)(C)c1ccc(OCC(=O)N/N=C/c2cc(Br)ccc2OC(=O)c2ccco2)cc1	-1%	34*	-3%	0.8	4	-14%	-9%	-11%	0.4
CCCCn1c(N)c(N(CCOC)C(=O)CCCn2c(=O)oc3ccccc32)c(=O)[nH]c1=O	-3%	.	6%[57.1 µM]	.	.	-16%	2%	4%[57.1 µM]	.
O=C(CSCc1ccccc1Cl)Nc1ccc2c(c1)OCCO2	5%	17	-2%	0.6	-3	-17%	0%	-5%	0.1
C=CCC[C@@H](Cc1ccc(F)cc1)C(=O)OC[C@@H](NC(=O)[C@@H](CC=C)CC(=O)N[C@@H](CO)Cc1ccccc1)C(C)(C)C	?	.	14%	.	.	-20%	-4%	-16%	.
CCCN(Cc1cc2cc(C)ccc2[nH]c1=O)C(=O)c1cccc(Cl)c1	-7%	.	11%	-0.3	3	-7%	0%	9%	-0.9
COc1ccc2nc(SCC(=O)C(C)(C)C)[nH]c2c1	2%	-4	20%	-0.5	-3	-24%	14%	0%	0.2
COc1ccc(S(=O)(=O)N2CCC(C(=O)NCc3ccco3)CC2)cc1	9%	6	-5%[57.1 µM]	-0.8	-2	-15%	6%	5%[57.1 µM]	0.6
Cc1sc2ncnc(OCc3nnc(-c4cccs4)o3)c2c1C	12%	17	20%[57.1 µM]	-0.4	7	-10%	3%	-1%[57.1 µM]	0.2
CSc1nc(N)c2c3c(sc2n1)CN(C)CC3	4%	6	3%[57.1 µM]	0.3	-11	-28%	-9%	21%[57.1 µM]	1.0
CCOC(=O)c1cc(NC(=O)N(CC)CC)c(C)nc1C	6%	-12	6%	0.4	20	-11%	4%	5%	-0.8
CCOC(=O)c1csc(NC(=O)C2=COCCO2)n1	-9%	-14	15%	1.2	6	-16%	0%	1%	0.6
O=C(CNC(=O)c1ccc(Cl)cc1)OCN1C(=O)c2ccccc2C1=O	-8%	.	-19%	.	.	2%	-2%	-13%	.
CC1(c2ccc3c(c2)OCCO3)NC(=O)N(CC(=O)Nc2c(F)cccc2F)C1=O (centres undefined)	-3%	-5	12%	1.4	4	-10%	-11%	2%	1.3
c1ccc(NN=C2c3ccccc3-c3ccccc32)cc1	4%	.	8%	.	.	-13%	-3%	-6%	.
CCOP(=O)(OCC)C(NC(=O)Nc1ccc(C)cc1)C(N)=O (centres undefined)	-2%	4	7%[57.1 µM]	0.3	-12	-3%	-5%	3%[57.1 µM]	0.5
CCOC(=O)c1cc(C)sc1NC(=O)CCC(=O)O	-9%	.	10%	.	5	-1%	12%	-1%	-0.5
COc1ccccc1NS(=O)(=O)c1cc(NC(=O)Cn2cnc3c2c(=O)n(C)c(=O)n3C)ccc1C	1%	-10	2%	-0.8	0	-16%	1%	-1%	-1.2
Cc1ccnc(SCC(=O)N2CCc3ccccc32)n1	0%	13	19%	0.3	4	-14%	11%	7%	0.3
Clc1ccc(C2=NOC(c3nnc(-c4ccccc4)o3)C2)cc1 (centres undefined)	-4%	-4	-20%	0.8	-12	-28%	-4%[38.3 µM]	-3%	0.4
COc1ccc(S(=O)(=O)Nc2ccc(O)c3ccccc23)cc1	-12%	22	?	1.0	0	?	12%	-11%	-1.3
CCSc1n[nH]c(=S)s1	7%	1	?	-0.2	-6	-24%	6%	-4%	-1.5

Compounds from the list above that have a Cl atom, in the order listed:
Molecule	Pin1 inh	D2 antag	TrxR1 inh	D2 ag	TRHR PAM	USP1-UAF1 inh	IDH1 R132H inh	TrxR1 substrate	TRHR agonist
O=C(Nc1cc(Cl)cc2c1-c1ccc(Cl)cc1C2O)C(Cl)Cl (centres undefined)	7%	.	-21%[11.4 µM]	.	.	0%	-3%	-8%[11.4 µM]	.
O=C(O)/C=C/C(O)c1ccc(Cl)cc1 (centres undefined)	1%	.	?	.	-7	-6%	-5%	22%[57.1 µM]	1.4
Cc1cc(N2CCC(C(=O)N(CC(C)C)CC(C)C)CC2)n2nc(C)c(-c3ccc(Cl)cc3)c2n1	-10%	.	16%	-0.9	1	-31%	10%	3%	0.1
COC(=O)CC1Oc2ccc(Cl)cc2-n2cc(-c3ccccc3)nc21 (centres undefined)	1%	.	8%	0.7	4	-21%	32%[activator]	-1%	2.7
O=C(CSCc1ccccc1Cl)Nc1ccc2c(c1)OCCO2	5%	17	-2%	0.6	-3	-17%	0%	-5%	0.1
CCCN(Cc1cc2cc(C)ccc2[nH]c1=O)C(=O)c1cccc(Cl)c1	-7%	.	11%	-0.3	3	-7%	0%	9%	-0.9
O=C(CNC(=O)c1ccc(Cl)cc1)OCN1C(=O)c2ccccc2C1=O	-8%	.	-19%	.	.	2%	-2%	-13%	.
Clc1ccc(C2=NOC(c3nnc(-c4ccccc4)o3)C2)cc1 (centres undefined)	-4%	-4	-20%	0.8	-12	-28%	-4%[38.3 µM]	-3%	0.4
